NadD inh: NadD (S. aureus) enzyme inhibition; purified NadD enzyme, colorimetric absorbance read-out; inhibition, % at 20 µM; actives 0.78% (n = 360,000); in the data active = inhibition above about 26%; also: some compounds past the cut are filed as inactive
MT1-MMP act inh: MT1-MMP (human) activation inhibition; P50281; HT1080 RFP-PRO-GFP cells, GFP/RFP ratio fluorescence, overnight; percent of plate control window, DMSO zero; GFP/RFP ratio change, % at 20 µM; actives 0.061% (n = 360,000); AID 651647;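 active = GFP/RFP ratio change of at least 30% with cell ATP level not reduced by more than half and red fluorescence within 50% of control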; also: strong numbers were not always called active
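Test system: HT1080 cells expressing an RFP-PRO-GFP fluorescent reporter construct / Compound dosing: single-point 20 µM compound, 1% DMSO / Schedule: cells overnight before dosing, compound overnight, 37 °C, 5% CO2 / Evaluation: GFP/RFP fluorescence ratio / Control set: DMSO and RFP-L50D-GFP cell wells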
FAS-TE inh: inhibitors of human fatty acid synthase thioesterase domain; P49327; actives 0.67% (n = 360,000); inhibition, % at 15 µM; recombinant FAS-TE, OMFH fluorogenic substrate, fluorescence endpoint; AID 602261;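 active = compounds whose normalised, plate-corrected inhibition of enzyme fluorescence in the single-dose primary screen is 50% or more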;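 also: 0% = DMSO with enzyme and 100% = substrate without enzyme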
Neddyl block: cullin neddylation inhibition; calls only at 25 µM; TR-FRET cullin neddylation, biochemical; P61081+Q13564; actives 0.58% (n = 360,000); in the data active = inhibition above about 36%
SKN-1 inh: blocks SKN-1 activity in C. elegans; C. elegans VP596 Pgst-4::GFP/RFP ratio, acrylamide-induced, 24 h; inhibition, % at 21.8 µM; actives 0.49% (n = 360,000); AID 624304;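 active = interference check ratio from 0.5 to 1.5 plus GFP to RFP signal ratio inhibition reaching or exceeding a fixed threshold, cut at about 30% in these data, passing the limit was not always enough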; also: some compounds called inactive have numbers as strong as hits
Rpn11 inh: inhibitors of human proteasome Rpn11. O00487. human 26S proteasome, Ub4-pepOG fluorescence polarization; 20S core pre-blocked with epoxomicin. calls only at 20 µM. actives 0.59% (n = 360,000);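 active = inhibition at 20 µM, scaled to each plate's controls, above about 33%, limit read from the data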
PABP1 MLLE inh: blocks PAM2 peptide binding to the PABP1 MLLE domain; GST-MLLE / FITC-PAM2 fluorescence polarization; inhibition, % at 20 µM; actives 0.36% (n = 360,000); AID 588489; in the data active = inhibition above about 35%, passing the limit was not always enough;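 also: plate controls were DMSO wells with GST-MLLE for no effect and wells lacking GST-MLLE protein for full effect; some results filed as inactive read as strong as hits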
Target sequence (P11940 whole entry, looked up, the tested form may be a part): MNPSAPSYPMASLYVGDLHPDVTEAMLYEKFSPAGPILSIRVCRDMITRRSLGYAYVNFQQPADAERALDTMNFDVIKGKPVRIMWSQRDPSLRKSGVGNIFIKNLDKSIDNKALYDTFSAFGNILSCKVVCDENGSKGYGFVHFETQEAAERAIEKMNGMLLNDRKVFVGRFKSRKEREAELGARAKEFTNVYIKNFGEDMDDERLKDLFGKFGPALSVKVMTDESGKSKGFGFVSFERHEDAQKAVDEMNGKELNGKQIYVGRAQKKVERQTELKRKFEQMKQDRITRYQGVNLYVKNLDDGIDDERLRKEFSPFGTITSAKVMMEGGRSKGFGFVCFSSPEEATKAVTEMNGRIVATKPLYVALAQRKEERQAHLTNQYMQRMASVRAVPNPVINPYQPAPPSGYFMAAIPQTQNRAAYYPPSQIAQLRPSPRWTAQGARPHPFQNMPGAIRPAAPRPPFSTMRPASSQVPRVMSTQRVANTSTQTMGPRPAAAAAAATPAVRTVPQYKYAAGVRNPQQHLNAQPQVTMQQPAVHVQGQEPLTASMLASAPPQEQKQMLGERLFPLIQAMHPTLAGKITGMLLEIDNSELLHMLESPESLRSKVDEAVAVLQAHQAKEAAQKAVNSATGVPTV
Rin1 Abl inh: inhibitors of human Rin1-Abl protein interaction. TR-FRET Rin1/Abl binding, biochemical. AID 588664. P00519+Q13671. inhibition, % at 7.35 µM. actives 0.4% (n = 360,000); in the data active = inhibition above about 5%, passing the limit was not always enough
CSN deneddyl inh: blocks human CSN-mediated cullin deneddylation | AID 651999 | Purified CSN, SCF-Nedd8-OG deneddylation, fluorescence polarization | Q92905 | actives 0.38% (n = 360,000) | inhibition, % at 12.5 µM;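 active = pattern-corrected inhibition above about 35%, with an unprinted fluorescence ratio check between 0.5 and 1.5, limit read from the data, passing the limit was not always enough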;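 also: 0% = enzyme with substrate and 100% = substrate without enzyme; some results filed as inactive read as strong as hits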
Target sequence (Q92905 whole entry, looked up, one chain of several): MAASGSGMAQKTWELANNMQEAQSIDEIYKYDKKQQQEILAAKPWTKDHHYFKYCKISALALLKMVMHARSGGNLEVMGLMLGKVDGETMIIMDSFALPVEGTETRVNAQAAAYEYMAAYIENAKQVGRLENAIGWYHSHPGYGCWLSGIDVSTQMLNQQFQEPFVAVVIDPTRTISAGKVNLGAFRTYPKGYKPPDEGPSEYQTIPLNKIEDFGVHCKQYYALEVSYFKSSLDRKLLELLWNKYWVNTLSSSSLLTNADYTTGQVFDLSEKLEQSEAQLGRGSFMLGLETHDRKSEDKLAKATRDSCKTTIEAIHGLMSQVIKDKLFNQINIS
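Assay system: Purified human Csn5 enzyme expressed in HEK293T cells | Amount: Enzyme 0.24 nM | Measured by: Fluorescence polarization readout | Medium: Tris/NaCl/DTT buffer, pH 7.5 | Compound dosing: One concentration, 12.5 µM, 0.25% DMSO | Times: 90 min incubation of compound, enzyme and substrate at room temperature | Control set: no-enzyme wells high, enzyme-with-substrate wells low | Read-out: % inhibition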
* = called active by the depositor; i = inactive; nt = not tested or not shown.

The line under a structure holds: NadD inh	MT1-MMP act inh	FAS-TE inh	Neddyl block	SKN-1 inh	Rpn11 inh	PABP1 MLLE inh	Rin1 Abl inh	CSN deneddyl inh
COc1ccc(Nc2nc(NCC3CCCO3)c3ccccc3n2)c(OC)c1 (configuration not stated)
→ -2	-20	4	i	11	i	-2	-2	-2
Cc1ccc(C(=O)COC(=O)c2ccccc2N2C(=O)C3C4CCC(C4)C3C2=O)cc1C (configuration not stated)
→ -8	6	19	i	-17	i	-4	0	-5
CCC(C)N1CCCCC1C(=O)Nc1c(C)cc(C)cc1C (configuration not stated)
→ 1	-2	-7	i	-3	i	3	0	5
CC(=O)c1sc(Nc2ccc3c(c2)OCO3)nc1C
→ 1	2	-4	i	8	i	13	-3	0
CN1CCN(CC(=O)Nc2ccc(OC(F)(F)F)cc2)CC1
→ -4	-1	-6	i	1	i	7	3	1
Cc1ccc(-n2c(Cc3ccccc3)n[nH]c2=S)c(C)c1
→ -1	-1	0	i	-1	i	-5	4	-5
CCCCn1c(-c2ccccc2)cnc1SCC(=O)NCCc1ccc(OC)c(OC)c1
→ 3	1	3	i	6	i	-122	5	3
CC1CC(N(C(=O)c2ccco2)c2ccccc2)c2ccccc2N1 (configuration not stated)
→ -5	-4	9	i	6	i	4	-3	5
COc1ccc(CCNC(=O)Cc2cc(=O)[nH]c(=O)[nH]2)cc1OC
→ -5	3	-7	i	-8	i	-11	0	0
Cc1ccc(C(=O)NCC(=O)OCC(=O)c2c(N)n(C)c(=O)n(C)c2=O)cc1C
→ -1	0	-9	i	6	i	-31	0	4
O=C(NCCc1ccccc1)c1cc2ccccc2oc1=O
→ 0	0	-2	i	-12	i	17	-2	-2
COc1ccc(C(CNC(=O)COc2cc(C)c(Cl)c(C)c2)N2CCCCC2)cc1 (configuration not stated)
→ -10	-10	12	i	9	i	-31	2	10
COCC(=O)N(Cc1cc2cc(OC)ccc2[nH]c1=O)c1ccc(C)cc1
→ 7	8	-9	i	-7	i	1	4	2
COc1ccc(OC)c(S(=O)(=O)n2cccn2)c1
→ -3	-8	-4	i	-8	i	3	1	7
O=C(CN1C(=O)CNC1=O)Nc1cc(Cl)cc(Cl)c1
→ 5	-1	-4	i	3	i	15	-1	-2
CCNc1nc(NC(C)C)nc(N(C#N)C(C)C(=O)N(C)C)n1 (configuration not stated)
→ 0	4	-11	i	-1	i	-13	0	3
CCN(CC)CCNC(=O)c1cccc(NC(=O)C(=O)c2cc(Br)ccc2NC(C)=O)c1
→ -3	4	-4	i	5	i	-5	3	-3
CCC(=O)N(Cc1cc2cc(OC)ccc2[nH]c1=O)c1ccccc1OC
→ -2	-2	-8	i	6	i	14	4	-1
COc1ccc(C/C(C)=N/NS(=O)(=O)c2ccc(Br)cc2)cc1
→ -8	2	4	i	0	i	-7	-3	-1
CCCCN(CC)CCCNC(=O)CN1C(=O)CSc2ccc(S(=O)(=O)N3CCOCC3)cc21
→ -8	2	-3	i	11	i	-6	2	1
CC(=O)N1CCC(C(=O)Nc2ccc(S(=O)(=O)NCCc3ccccc3)cc2)CC1
→ 0	7	-4	i	1	i	-5	-2	-9
C[C@H](Nc1ncnc2sc3c(c12)CCC3)C(=O)O
→ 2	9	-7	i	0	i	14	-2	1
CCCCN(CC)C(=S)Nc1ccc2nc(N3CCN(C)CC3)cc(C)c2c1
→ -13	0	-9	i	5	i	-65	-7	0
CCN(CC)S(=O)(=O)c1cccc(NC(=O)COC(=O)c2[nH]c(C)c(C(C)=O)c2C)c1
→ -4	8	3	i	17	i	-7	3	-1
COc1ccc(CNC(=O)C2CC(C)=CCC2C(=O)O)cc1 (configuration not stated)
→ -5	0	-7	i	8	i	-4	1	5
Cc1cc2oc(=O)cc(CN3CCOCC3)c2cc1O
→ -1	0	-5	i	4	i	6	3	-2
Cc1cc(C)c(C#N)c(SCC(=O)c2ccc(Cl)cc2Cl)n1
→ -4	-20	72*	i	14	i	17	-4	1
CCOc1cc(C(c2c(C)[nH][nH]c2=O)c2c(C)[nH][nH]c2=O)cc(Cl)c1O
→ -2	10	6	i	-9	i	-42	2	2
CC(=O)Nc1ccc(S(=O)(=O)N2CCN(c3ccccn3)CC2)cc1
→ -2	-1	-3	i	-7	i	7	0	0
COc1cc(NC(C)CCCN)c2ncccc2c1 (configuration not stated)
→ -81	0	-9	i	33	i	-1	-1	-1
CC(C)C(=O)N(c1cc2sc(=O)oc2c2ccccc12)S(=O)(=O)c1cccs1
→ -1	-9	24	i	6	i	18	2	3
COc1cc(/C=N/NC(=O)NC2CCCCC2)ccc1O
→ -6	7	3	i	-13	i	-14	-3	2
O=C1Cc2cc([N+](=O)[O-])ccc2N1c1c(Cl)cccc1Cl
→ 12	7	15	i	3	i	18	4	-2
Cc1cc(NC(=O)c2ccc(-c3ccc(F)c(Cl)c3)o2)no1
→ 0	6	1	i	5	i	9	0	-3
Cc1cc(NC(=O)CSc2cn(C)c3ccccc23)no1
→ -3	0	-3	i	-15	i	15	-3	-2
Cc1cc(C)nc(N(C#N)Cc2ccccc2C)n1
→ -7	3	1	i	-2	i	-5	1	-2
CCC(CNC(=O)c1c(C)nn(-c2ccccc2)c1Cl)c1ccccc1 (configuration not stated)
→ -6	nt	12	i	4	i	9	0	6
COc1ccc(CCN2CC(C(=O)NCc3nc4ccccc4n3C)CCC2=O)cc1 (configuration not stated)
→ -3	-1	-4	i	-4	i	-4	-1	-1
CCC(C)NC(=O)c1cc2cc3ccc(OC)cc3nc2s1 (configuration not stated)
→ -1	16	2	nt	14	i	-12	-5	7
Brc1ccccc1CN1CCC(N2CCCCC2)CC1
→ 5	8	-3	i	9	i	-12	0	2

(list continues)
Keys: A = NadD inh; B = MT1-MMP act inh; C = FAS-TE inh; D = Neddyl block; E = SKN-1 inh; F = Rpn11 inh; G = PABP1 MLLE inh; H = Rin1 Abl inh; I = CSN deneddyl inh
> CC(C)(C)N(NC(=O)OCc1ccccc1)C(=O)c1ccccc1
  A: -1; B: 1; C: -4; D: i; E: 6; F: i; G: 14; H: 0; I: 4

> O=C(CSc1n[nH]c(-c2ccccc2Cl)n1)NCc1cccc(C(=O)O)c1
  A: 7; B: -15; C: -3; D: i; E: 4; F: i; G: -2; H: 2; I: 0

> Cc1cccc(C)c1OCC(=O)N1CC2(C)CC1CC(C)(C)C2 (configuration not stated)
  A: -2; B: -2; C: -2; D: i; E: -12; F: i; G: -6; H: 5; I: -1

> CCOc1ccc(N2C(=O)CC(Cc3ccc(Br)cc3)C2=O)cc1 (configuration not stated)
  A: -3; B: 2; C: 2; D: i; E: 2; F: i; G: 1; H: 0; I: 4

> CC(=O)Nc1ccc(N=C(C2=C(O)c3ccccc3C2=O)c2ccccc2)cc1
  A: -4; B: -13; C: 4; D: i; E: 7; F: i; G: -1; H: 0; I: 0

> Cc1ccc(C(=O)Cc2nc3ccccc3[nH]2)cc1
  A: 3; B: -1; C: -2; D: i; E: -10; F: i; G: 7; H: 0; I: 2

> O=C(CCS(=O)(=O)c1ccccc1)N1CCN(c2ccccc2F)CC1
  A: -6; B: -2; C: 0; D: i; E: 17; F: i; G: -4; H: -2; I: 0

> CCOC(=O)CN1C(=O)CSc2ccc(S(=O)(=O)N3CCOCC3)cc21
  A: -5; B: -1; C: -5; D: i; E: 1; F: i; G: -2; H: -3; I: -1

> CCN(CC)S(=O)(=O)c1ccc(C(=O)Nc2cc(S(=O)(=O)N3CCOCC3)ccc2N2CCN(C)CC2)cc1
  A: 13; B: -5; C: -2; D: i; E: -8; F: i; G: -116; H: 4; I: 1

> Cc1noc(C)c1S(=O)(=O)NC(=O)C1(C)CCN1C(=O)c1ccccc1CCc1ccccc1 (configuration not stated)
  A: 0; B: -2; C: -8; D: i; E: 3; F: i; G: 6; H: -1; I: 3

> Cc1cc(S(=O)(=O)n2cnc3cc([N+](=O)[O-])ccc32)ccc1Cl
  A: -2; B: -1; C: -5; D: i; E: 7; F: i; G: 1; H: -2; I: 1

> Cc1ccc(NC(=O)CSCC(=O)OCc2cc(=O)oc3cc(O)ccc23)c(C)c1
  A: 3; B: -4; C: -6; D: nt; E: -16; F: i; G: 0; H: 1; I: 1

> CNC(=S)NNC(=O)c1ccc2c(c1)OCO2
  A: -2; B: -1; C: -3; D: i; E: -4; F: i; G: 6; H: -2; I: 0

> Cc1cc(=O)[nH]c(SCC(=O)NCCC2=CCCCC2)n1
  A: -1; B: -2; C: -4; D: i; E: -7; F: i; G: 12; H: -2; I: 2

> Cc1cccc(N2CCN(C(=O)CCC(=O)N3CC(C)Oc4ccc(C)cc43)CC2C)c1 (configuration not stated)
  A: 6; B: 7; C: 18; D: i; E: -6; F: i; G: 5; H: -2; I: -2

> Cc1ccc(N(CCC#N)C(=O)COC(=O)c2cc(C)no2)cc1
  A: -2; B: 2; C: -6; D: i; E: -26; F: i; G: -1; H: -1; I: 3

> COc1ccc(Nc2nc(N)nc(SCc3nnc(C)s3)n2)cc1
  A: -4; B: -1; C: -10; D: i; E: 3; F: i; G: 4; H: 5; I: 0

10 structures already listed, arranged by SMILES length, ascending:
Keys: A = NadD inh; B = MT1-MMP act inh; C = FAS-TE inh; D = Neddyl block; E = SKN-1 inh; F = Rpn11 inh; G = PABP1 MLLE inh; H = Rin1 Abl inh; I = CSN deneddyl inh
> Cc1ccc(C(=O)Cc2nc3ccccc3[nH]2)cc1
  A: 3; B: -1; C: -2; D: i; E: -10; F: i; G: 7; H: 0; I: 2

> Cc1cc(=O)[nH]c(SCC(=O)NCCC2=CCCCC2)n1
  A: -1; B: -2; C: -4; D: i; E: -7; F: i; G: 12; H: -2; I: 2

> COc1ccc(Nc2nc(N)nc(SCc3nnc(C)s3)n2)cc1
  A: -4; B: -1; C: -10; D: i; E: 3; F: i; G: 4; H: 5; I: 0

> Cc1ccc(N(CCC#N)C(=O)COC(=O)c2cc(C)no2)cc1
  A: -2; B: 2; C: -6; D: i; E: -26; F: i; G: -1; H: -1; I: 3

> CCOC(=O)CN1C(=O)CSc2ccc(S(=O)(=O)N3CCOCC3)cc21
  A: -5; B: -1; C: -5; D: i; E: 1; F: i; G: -2; H: -3; I: -1

> CC(=O)Nc1ccc(N=C(C2=C(O)c3ccccc3C2=O)c2ccccc2)cc1
  A: -4; B: -13; C: 4; D: i; E: 7; F: i; G: -1; H: 0; I: 0

> Cc1ccc(NC(=O)CSCC(=O)OCc2cc(=O)oc3cc(O)ccc23)c(C)c1
  A: 3; B: -4; C: -6; D: nt; E: -16; F: i; G: 0; H: 1; I: 1

> Cc1cccc(N2CCN(C(=O)CCC(=O)N3CC(C)Oc4ccc(C)cc43)CC2C)c1 (configuration not stated)
  A: 6; B: 7; C: 18; D: i; E: -6; F: i; G: 5; H: -2; I: -2

> Cc1noc(C)c1S(=O)(=O)NC(=O)C1(C)CCN1C(=O)c1ccccc1CCc1ccccc1 (configuration not stated)
  A: 0; B: -2; C: -8; D: i; E: 3; F: i; G: 6; H: -1; I: 3

> CCN(CC)S(=O)(=O)c1ccc(C(=O)Nc2cc(S(=O)(=O)N3CCOCC3)ccc2N2CCN(C)CC2)cc1
  A: 13; B: -5; C: -2; D: i; E: -8; F: i; G: -116; H: 4; I: 1

High-throughput results (PubChem BioAssay)
